SR-BI HDL uptake = inhibitors of SR-BI mediated HDL lipid uptake, primary screen, ldlA[mSR-BI] cells, fluorescence, single point; ldlA[mSR-BI] CHO cells, DiI-HDL uptake fluorescence, 3 h; inhibition, % at 12.5 µM; 320,000 compounds, 0.96% hits; AID 488896, 2010;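 active means mean replicate inhibition of at least 70% and a set share of replicates each scoring 70 or more; inconclusive means meets just one of the two criteria; inactive means fails both criteria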;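 further: 0% = median of neutral control wells and 100% = median of positive control wells; values of inactives mirror those of a sister screen read the other way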
Wnt act = Wnt/beta-catenin pathway activators, primary screen, cell-based, plate reader, single point | Wnt/beta-catenin reporter cell assay, activator | activation, % at 9.35 µM | 300,000 compounds, 1.2% hits; in the data active means activation above about 30%, passing the limit was not always enough; inconclusive means no clear call, values can overlap the other calls;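 further: 0% = neutral control wells and 100% = positive control wells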
Rtt109 HAT inh = inhibitors of C. albicans Rtt109/Vps75 HAT, primary screen, biochemical, ThioGlo CoA-SH fluorescence, plate reader; Histone acetyltransferase RTT109 (Candida albicans (strain SC5314 / ATCC MYA-2876)), …; purified Rtt109/Vps75, 4 h; inhibition, % at 34.9 µM; 330,000 compounds, 0.16% hits;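 active means inhibition of at least 50% in every replicate; inconclusive means best replicate reaches 50% inhibition but some replicates fall short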
Target sequence (Q5AAJ8 whole entry, looked up): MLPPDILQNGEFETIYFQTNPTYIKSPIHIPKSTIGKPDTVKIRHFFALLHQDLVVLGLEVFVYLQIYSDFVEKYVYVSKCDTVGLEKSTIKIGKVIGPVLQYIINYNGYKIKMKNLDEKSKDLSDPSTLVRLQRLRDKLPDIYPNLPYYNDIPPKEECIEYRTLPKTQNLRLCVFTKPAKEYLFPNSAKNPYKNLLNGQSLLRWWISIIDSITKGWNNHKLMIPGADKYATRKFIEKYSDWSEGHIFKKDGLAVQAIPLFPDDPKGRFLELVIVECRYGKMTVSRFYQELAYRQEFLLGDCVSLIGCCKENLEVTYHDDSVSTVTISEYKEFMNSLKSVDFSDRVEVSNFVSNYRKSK
SR-BI uptake up = activators of SR-BI mediated DiI-HDL uptake, primary screen, ldlA[mSR-BI] CHO cells, DiI fluorescence; 3 h; 100 = double the neutral-control signal; activation, % at 12.5 µM; 320,000 compounds, 0.096% hits; AID 504775, 2011;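 active means mean replicate activation of at least 60% and every replicate at or above 60%; inconclusive means mean or all-replicate condition met, but not both; inactive means mean below 60% and not all replicates reaching 60%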;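 further: 0% = median plate neutral-control signal and 100% = twice that signal; values of inactives mirror those of a sister screen read the other way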
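System: CHO ldlA[mSR-BI] cells / Medium: HEPES-buffered (25 mM, pH 7.4) F12 plus 0.5% BSA / Probe or stimulus: labelled HDL, 10 µg/mL / Doses: single compound concentration, delivered by pin transfer / Schedule: 3 h, 37 °C / Measured by: DiI fluorescence, bottom read / Measure: cell-associated DiI fluorescence as measure of HDL uptake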
MITF act = activators of MITF-driven TRPM1 promoter reporter, primary screen, cell-based, SK-MEL-5, luciferase, single point; SK-MEL-5 TRPM1-promoter luciferase, 24 h; % of positive control, neutral wells = 0; activation, % at 12.5 µM; 300,000 compounds, 0.75% hits;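 active means mean activation of at least 80% with every replicate also reaching 80%; inconclusive means mean reaches 80% but some replicate falls short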;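 further: 0% = neutral control wells and 100% = parthenolide positive control wells; values of inactives mirror those of a sister screen read the other way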
HTR5A ag ctr = HTR5A agonists in luminescence cell assay, primary screen, counter-screen for OPRM1-OPRD1 heterodimer agonist project, full-deck HTS | 5-hydroxytryptamine receptor 5A (Homo sapiens), P47898 | 340,000 compounds, 0.61% hits | activation, % at 9.3 µM | AID 504692, 2011 | cell-based; in the data active means activation mostly above about 9.5%, no sharp cut-off; inactive means mostly below about 7.6%;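 further: 0% = cells with vehicle only and 100% = reference agonist; strong numbers were not always called active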
Target sequence (P47898 whole entry, looked up): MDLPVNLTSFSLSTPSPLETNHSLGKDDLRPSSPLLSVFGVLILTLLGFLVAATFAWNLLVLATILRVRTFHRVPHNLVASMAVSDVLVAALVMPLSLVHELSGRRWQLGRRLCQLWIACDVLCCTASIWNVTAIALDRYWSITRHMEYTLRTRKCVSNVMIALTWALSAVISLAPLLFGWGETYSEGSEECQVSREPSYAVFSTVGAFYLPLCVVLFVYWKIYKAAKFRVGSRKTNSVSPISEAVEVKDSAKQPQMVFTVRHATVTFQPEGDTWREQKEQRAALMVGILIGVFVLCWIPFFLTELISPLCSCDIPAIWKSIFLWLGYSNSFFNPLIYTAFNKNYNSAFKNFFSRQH
CDK5 inh = inhibitors of human CDK5/p35 kinase, primary screen, biochemical, single concentration. Cyclin-dependent kinase 5 (Homo sapiens) + Cyclin-dependent kinase 5 activator 1 (Homo …. Recombinant CDK5/p35, ADP-Glo luminescence, 60 min. inhibition, % at 10 µM. 330,000 compounds, 0.01% hits;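 active means highest replicate inhibition of at least 50% and at least 75% of replicates reaching 50%; inconclusive means only one of the two criteria met; inactive means both criteria failed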;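 further: plate controls were DMSO neutral control for no effect and GW8510 at 10 µM for full effect; many of its hits are not listed in these tables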
PvdQ inh = P. aeruginosa PvdQ acylase inhibitors, primary screen, biochemical, fluorescence, plate reader and imaging, single point; purified PvdQ acylase; inhibition, % at 10 µM; 340,000 compounds, 0.063% hits; in the data active means inhibition above about 30%, passing the limit was not always enough; inconclusive means no clear call, values can overlap the other calls;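 further: 0% = vehicle neutral wells and 100% = reference inhibitor wells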
cardiac RTF act = cardiac RTF calcium sensitivity activators, primary screen, biochemical, IANBD-TnC fluorescence, EC20 calcium | Troponin I, cardiac muscle (Homo sapiens) + Troponin T, cardiac muscle (Homo sapiens) + … | activation, % at 7.2 µM | IANBD-labeled TnC RTF fluorescence at EC20 calcium; 0% EC20 calcium, 100% full calcium | 340,000 compounds, 0.24% hits;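 active means activation above the mean over all tested compounds plus 3 SD, cut at about 30% in these data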;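 further: rise in fluorescence read as greater calcium sensitivity of cardiac thin filaments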
dFosB act = activators of delta FosB homodimer, primary screen, biochemical, fluorescence polarization, TAMRA-CDK5 oligo, single point. Protein FosB (Mus musculus), P13346. purified delta FosB; percent of positive-control signal above neutral wells. activation, % at 25 µM. 340,000 compounds, 0.99% hits. AID 493131, 2011;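 active means mean activation above about 17%, with every replicate also reaching it, limit read from the data, passing the limit was not always enough; inconclusive means only one of the two conditions met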;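 further: fluorescence polarization rise as delta FosB binds a TAMRA Cdk5 AP-1 oligo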
Target sequence (P13346 whole entry, looked up): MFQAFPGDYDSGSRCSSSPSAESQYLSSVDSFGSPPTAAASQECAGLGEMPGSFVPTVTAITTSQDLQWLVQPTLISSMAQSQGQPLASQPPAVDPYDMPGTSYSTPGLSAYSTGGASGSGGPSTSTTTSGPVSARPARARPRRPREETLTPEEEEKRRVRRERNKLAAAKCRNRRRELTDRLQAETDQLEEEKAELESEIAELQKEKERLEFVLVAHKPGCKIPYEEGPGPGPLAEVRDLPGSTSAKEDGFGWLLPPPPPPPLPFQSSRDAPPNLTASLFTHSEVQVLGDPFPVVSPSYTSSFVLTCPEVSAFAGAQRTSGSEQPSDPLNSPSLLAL
Active calls of the source: *; ? = inconclusive; . = no result given.

SMILES | SR-BI HDL uptake | Wnt act | Rtt109 HAT inh | SR-BI uptake up | MITF act | HTR5A ag ctr | CDK5 inh | PvdQ inh | cardiac RTF act | dFosB act
O=C(c1ccc2c3c(cccc13)CC2)C1CCCN(C(=O)c2cccnc2)C1 (stereo not drawn) | 40 | -3 | -2 | -40 | 0 | 2 | 0.0 | -7 | -4 | -8
O=c1c2c(-c3cccc([N+](=O)[O-])c3)ccnc2[nH]n1-c1ccccc1 | 3 | 2 | 4 | -3 | 20 | 3 | -1.4 | 5 | 0 | -2
O=C(CN1C(=O)NC2(CCCCCCC2)C1=O)NC1CCCc2ccccc21 (stereo not drawn) | 0 | . | -3 | 0 | 0 | 0 | -0.9 | 13 | -2 | 1
Cc1cc(OCc2nnc(SCC(=O)OC3CCCCC3)o2)ccc1Cl | -27 | -1 | -1 | 27 | . | 5 | 0.4 | 0 | -2 | -4
Cc1cc(/C([O-])=C(/C(=S)Nc2ccc(F)cc2)[n+]2ccccc2)c(C)n1Cc1ccccc1Cl | 27 | 0 | . | -27 | 11 | -5 | 1.0 | -1 | -7 | 4
CC[C@]12c3[nH]c4cc(CCC(=O)N(C)C)ccc4c3CCN1C(=O)[C@@H](CC(=O)NCCCn1ccnc1)C[C@@H]2C(=O)N1CCN(C(=O)c2ccco2)CC1 | -13 | -1 | 4 | 13 | 1 | 0 | 3.8 | 0 | -7 | -5
CSc1ccc(CN(C)C(=O)CNC(=O)CNS(=O)(=O)c2ccc(C)c(C)c2)cc1 | 5 | -3 | 3 | -5 | -13 | 1 | -0.1 | -7 | -3 | -23
Cc1ccc(CNC(=O)CCNS(=O)(=O)c2ccc(Br)s2)cc1 | 5 | -3 | 5 | -5 | 6 | 2 | -0.9 | 5 | -1 | -3
Cc1ccc(CNC(=O)Cc2ccc(NC3=NC4CS(=O)(=O)CC4S3)cc2)cc1 (stereo not drawn) | -6 | -3 | -2 | 6 | . | -1 | -1.8 | -2 | -3 | -2
CCOc1ccc(NC(=NCc2ccc3c(c2)OCO3)SC2CC(=O)N(c3ccc(OCC)cc3)C2=O)cc1 (stereo not drawn) | 14 | -18 | 5 | -14 | -28 | 5 | 4.5 | 4 | 7 | ?
COc1ccccc1CN(CC(=O)NCc1ccc2c(c1)OCO2)C(=O)c1csnn1 | -8 | 0 | 0 | 8 | 0 | 4 | 0.4 | -9 | 2 | -8
Cc1ccc(OCC(=O)NNC(=O)Nc2ccc(Cl)cc2)c(Br)c1 | -23 | -3 | -5 | 23 | -12 | 1 | 0.4 | -7 | -6 | 23*
Cc1ccc(C(=O)N2CCN(C(=O)c3ccc(C)cc3)C2)cc1 | 12 | 0 | -4 | -12 | -6 | -3 | -0.5 | -3 | 3 | -4
C/C(=N\NC(=O)c1ccc(CSc2nc(C)cc(C)n2)cc1)c1ccco1 | 19 | 1 | 8 | -19 | 7 | 0 | -1.1 | -6 | 0 | -7
Cc1nnc(SCC(=O)NCc2ccccc2)n1-c1ccccc1 | -10 | -4 | 1 | 10 | -2 | 2 | -0.1 | -16 | 5 | -5
CCOC(=O)N1CCC(NC(=O)c2ccc3c(c2)ncn3C2CCCC2)CC1 | -7 | -1 | 3 | 7 | 18 | 0 | -0.8 | -5 | -2 | -7
CC1=CC=CC2=NC(=O)CC(C)(C(=O)N(CC(=O)NC3CCCC3)c3ccc(F)cc3)N12 (stereo not drawn) | . | -3 | -6 | . | . | 10 | 0.8 | -11 | -8 | 1
CSc1ccc(CN(C)C(=O)c2ccc(S(=O)(=O)Nc3c(C)n(C)n(-c4ccccc4)c3=O)cc2)cc1 | -2 | -1 | 5 | 2 | -1 | -9 | 0.0 | -16 | -3 | -7
CC(=O)N/C(=C/c1ccc2c(c1)OCO2)C(=O)O | -23 | -4 | -1 | 23 | -13 | 3 | 0.4 | -9 | -7 | 1
COc1ccc(/C(O)=C2/C(=O)C(=O)N(CCN(C)C)C2c2ccccc2)cc1Cl (stereo not drawn) | -15 | . | 0 | 15 | -3 | 0 | -1.1 | -7 | 11 | 2

Single records (already shown). Screens in order: SR-BI HDL uptake	Wnt act	Rtt109 HAT inh	SR-BI uptake up	MITF act	HTR5A ag ctr	CDK5 inh	PvdQ inh	cardiac RTF act	dFosB act
Shown for `CCOC(=O)N1CCC(NC(=O)c2ccc3c(c2)ncn3C2CCCC2)CC1` = -7	-1	3	7	18	0	-0.8	-5	-2	-7
Shown for `Cc1ccc(C(=O)N2CCN(C(=O)c3ccc(C)cc3)C2)cc1` = 12	0	-4	-12	-6	-3	-0.5	-3	3	-4

Continued:
SMILES | SR-BI HDL uptake | Wnt act | Rtt109 HAT inh | SR-BI uptake up | MITF act | HTR5A ag ctr | CDK5 inh | PvdQ inh | cardiac RTF act | dFosB act
COc1ccc(N2CCN(C(c3nnnn3CCc3ccccc3)C(C)C)CC2)cc1 (stereo not drawn) | -28 | -9 | 0 | 28 | -11 | 3 | -1.0 | -17 | 2 | -14
Cc1ccc(S(=O)(=O)N(CC(=O)NCc2cccnc2)C2CCCCC2)cc1 | -10 | -3 | 0 | 10 | 5 | -3 | 0.4 | -3 | 4 | -2
OCCN1CCN(CCO)C1=S | . | -3 | -3 | . | 7 | -3 | -0.8 | -10 | 4 | -1
CCN(CC)CCN(C(=O)CN1C(=O)CCC1=O)c1nc2cc3c(cc2s1)OCO3 | 2 | -1 | 0 | -2 | 4 | -6 | -3.8 | -22 | 0 | 5
OCCCNC(=S)NC1CCCC1 | -22 | -5 | 6 | 22 | 10 | 6 | 1.8 | -3 | 5 | -2
Cc1ccc(NC(=O)CSCC(=O)N(C)CC(=O)Nc2ccccc2C(F)(F)F)cc1 | 17 | 3 | -8 | -17 | 2 | 11 | -0.7 | -15 | -2 | -8
Cc1nnc(SCC(=O)NC2CCCC2)n1C(C)C | -22 | -1 | 1 | 22 | 7 | 2 | -0.7 | -6 | 0 | 0
OC(CNCc1ccc(Cl)cc1)C(F)(F)F (stereo not drawn) | -22 | -2 | 2 | 22 | 3 | 1 | -2.7 | -25 | 6 | 2
O=C(O)c1cc(C(=O)C2CCCCC2)c[nH]1 | -36 | -7 | -2 | 36 | 5 | -5 | -1.0 | 4 | -5 | 0
CCn1c(CSCc2ccccc2)n[nH]c1=S | 7 | 0 | -8 | -7 | -9 | -2 | -4.9 | -15 | 19 | -2
O=C(NCc1ccco1)C1CCN(C(=O)c2ccc([N+](=O)[O-])cc2)CC1 | -14 | -1 | -5 | 14 | 5 | -2 | -1.1 | 9 | -4 | 4
CCN(CC)c1nc(N)c(C#N)c(CC#N)c1C#N | 12 | -2 | -8 | -12 | -9 | 0 | -0.1 | -11 | 2 | -2
Cc1cc(C(=O)CC#N)c(C)n1-c1ccc(OC(F)F)cc1 | -9 | . | 6 | 9 | -8 | -2 | -1.4 | 2 | 0 | -4
O=C(/C=C/c1ccc(-c2ccccc2[N+](=O)[O-])o1)c1ccco1 | 10 | 172* | -3 | -10 | -8 | -1 | -0.1 | -11 | -1 | -4
Cc1ccc(NC(=O)COC(=O)C2CC(=O)N(Cc3ccccc3)C2)cc1S(=O)(=O)N(C)C (stereo not drawn) | -11 | -1 | -1 | 11 | -6 | 4 | -0.2 | -6 | -3 | -9
COCC(=O)NC(C)c1nc2ccccc2[nH]1 (stereo not drawn) | -15 | -2 | -2 | 15 | -6 | 1 | 0.9 | -11 | -2 | 1
CC(=O)Nc1ccc(SC[C@H](Cc2ccccc2)N2CCN(CC(C)C)CCC2=O)cc1 | -23 | -3 | 11 | 23 | 2 | -3 | -1.3 | 1 | -3 | 3
CCS(=O)(=O)c1ncc(Cl)c(C(=O)Nc2ccc(S(=O)(=O)N3CCC(C)CC3)cc2)n1 | 48 | -19 | -6 | -48 | -96 | -3 | -1.0 | -12 | 3 | -10
O=C(CSc1nccn1Cc1ccco1)Nc1ccccc1C(F)(F)F | 1 | -2 | 0 | -1 | 14 | 1 | 1.9 | -4 | -5 | -4
CCC1SC(=Nc2cccc(C)c2)NC1=O (stereo not drawn) | 7 | 1 | 3 | -7 | . | 0 | 1.5 | -10 | 23 | 4
COc1ccc(CNC(=O)c2ccc(CN3CCOCC3)cc2)cc1 | -30 | 0 | -8 | 30 | . | 1 | -0.7 | -17 | 0 | -8
CNC(=O)C1CC(=O)N(c2ccc(F)c(Cl)c2)C1 (stereo not drawn) | -18 | -5 | -6 | 18 | 6 | 5 | 2.6 | -4 | 4 | -1
Cc1ccc(NC(=O)CSc2nc3ccccc3c(=O)n2CCCC(=O)NCC2CCCO2)cc1 (stereo not drawn) | -19 | 0 | -24 | 19 | 5 | 1 | -2.6 | -15 | -3 | -3
Cc1cccc(NC(=O)c2cc3ccccc3nc2C)c1 | 5 | -1 | -2 | -5 | -19 | 0 | -1.4 | -9 | 5 | -10
CCOC(=O)C1CCCN(C(=O)c2ccc(CS(=O)(=O)c3ccc(C)cc3)o2)C1 (stereo not drawn) | 20 | . | 18 | -20 | -12 | 3 | 1.2 | -1 | -4 | -9
CC(C)[C@H](NC(=O)c1ccccc1)C(=O)OCC(=O)/C=C1/N(C)c2ccccc2C1(C)C | 29 | -6 | 0 | -29 | -18 | -3 | -2.4 | -11 | 5 | 7
C[C@H](NC(=O)C1CCC(CNC(=O)[C@@H]2CCCN2C(=O)OC(C)(C)C)CC1)C(=O)O (stereo partly drawn) | -10 | 8 | 1 | 10 | . | 0 | 0.7 | -18 | 5 | 11
Cc1c(C(=O)N/N=C/C(C)C)[nH]c2ccc([N+](=O)[O-])cc12 | 17 | -10 | 4 | -17 | -9 | -1 | -0.5 | -3 | -4 | 1
COc1cccc(C2C(C(=O)c3ccc(C)o3)=C(O)C(=O)N2CCN2CCOCC2)c1OC (stereo not drawn) | -17 | -1 | 8 | 17 | -10 | -2 | -1.1 | 7 | -5 | 1
O=C(Nc1ccccc1C(=O)Nc1ccccn1)c1ccccc1F | 22 | 1 | 5 | -22 | -5 | -1 | 0.1 | -11 | 0 | -10
CC1C2NC(=O)N(Cc3ccccc3)C1(C)Oc1ccccc12 (stereo not drawn) | . | -1 | 6 | . | -6 | 3 | 5.8 | 3 | -3 | 3
CCc1ccccc1NC(=O)CSc1nc2[nH]c(=O)cc(O)c2s1 | . | -1 | ? | . | 7 | 6 | 1.6 | 16 | 0 | 1

From PubChem
